Compound activity (PubChem BioAssay)
NOD2 inhibition – NOD2 signaling inhibitors, cell-based, luminescence, uHTS, HEK293 (AID 1566) | inhibition, % at 4 µM; hits with a dose series show EC50 in µM | 290,000 compounds, 0.63% hits | HEK293 NOD2/NF-kB luciferase reporter, luminescence; higher % means a stronger effect; also: many of its hits are not listed in these tables
Myeloid diff MLP – myeloid differentiation induction | ER-HoxA9 myeloid progenitors, lysozyme-GFP differentiation, flow cytometry | AID 624256 | calls only at 10 µM | 360,000 compounds, 1% hits;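 active = normalized GFP-positive differentiation at or above the plate's own cutoff, the solvent-only control mean plus 3 SD; inconclusive = no clear call, values can overlap the other calls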;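 also: cells exposed to compound for four days before flow analysis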
KOR beta-arrestin-1 – KOR agonists, beta-arrestin recruitment, primary screen, cell-based, luminescence, uHTS (AID 1777); one-dose activation, % at 10 µM; EC50 in µM for titrated hits; KOR beta-arrestin recruitment, luminescence; higher % means a stronger effect; 280,000 compounds, 0.02% hits; in the data active = activation above about 50%, passing the limit was not always enough; also: a part of the inactive calls stands beside numbers as strong as those of hits
GPR55 beta-arrestin – GPR55 agonists via beta-arrestin recruitment, primary screen, imaging, U2OS cells, beta-arrestin-GFP redistribution (AID 1961). U2OS GPR55 beta-arrestin-GFP redistribution imaging; higher % means a stronger effect. activation, % at 10 µM; hits with a dose series show EC50 in µM. 290,000 compounds, 0.048% hits;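 active = activation above 40% with more than 50 cells counted in the well; inconclusive = wells holding fewer than 50 cells, flagged as toxic or sparse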;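 also: U2OS osteosarcoma cells stably expressing GPR55 and beta-arrestin-GFP; plate controls were DMSO negative control for no effect and LPI positive control for full effect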
KOR beta-arrestin-2 – kappa opioid receptor blockers – cell-based, luminescence, uHTS (AID 1778); inhibition, % at 10 µM, or IC50 in µM where a hit was titrated; 290,000 compounds, 0.091% hits; KOR beta-arrestin recruitment, luminescence, antagonist mode; higher % means a stronger effect; also: strong numbers were not always called active
NTR1 agonist – agonists of NTR1, primary screen, imaging, U2OS cells, beta-arrestin-GFP, high content (AID 493036). NTR1-U2OS beta-arrestin-GFP spot imaging, agonist mode. 330,000 compounds, 0.17% hits. activation, % at 20 µM;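 active = activation at or above 40% of the spot to cytoplasm intensity ratio, with at least 20 cells analyzed; inconclusive = wells under 20 cells, flagged as cytotoxic or low count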;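 also: 0% = DMSO without peptide and 100% = 100 nM NTR1 peptide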
Target sequence (P30989 whole entry, looked up): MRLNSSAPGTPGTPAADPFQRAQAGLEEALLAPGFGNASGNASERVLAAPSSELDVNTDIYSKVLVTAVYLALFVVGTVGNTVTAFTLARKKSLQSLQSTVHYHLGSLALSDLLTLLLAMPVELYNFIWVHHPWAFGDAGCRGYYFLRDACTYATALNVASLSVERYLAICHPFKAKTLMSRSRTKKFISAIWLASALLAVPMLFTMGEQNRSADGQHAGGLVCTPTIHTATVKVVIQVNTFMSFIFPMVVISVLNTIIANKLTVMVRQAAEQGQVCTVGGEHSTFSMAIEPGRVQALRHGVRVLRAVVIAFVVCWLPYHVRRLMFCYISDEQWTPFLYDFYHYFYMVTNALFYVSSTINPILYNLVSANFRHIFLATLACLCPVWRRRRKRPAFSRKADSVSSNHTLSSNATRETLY
GPR55 antagonists – inhibition of LPI-stimulated GPR55 beta-arrestin translocation – imaging, U2OS, beta-arrestin-GFP, LPI agonist, primary screen (AID 2013); U2OS GPR55 beta-arrestin-GFP translocation imaging, LPI antagonism; higher % means a stronger effect; inhibition, % at 10 µM, or IC50 in µM where a hit was titrated; 290,000 compounds, 0.13% hits;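 active = spots per cell inhibited over 60%, with over 100 cells counted and total cytoplasm intensity under 500,000; inconclusive = wells with under 100 cells, flagged as likely toxic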;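 also: U2OS cells stably carrying GPR55 and arrestin-GFP stimulated by 5 µM LPI near EC80; imaged beta-arrestin-GFP aggregate spots per cell after agonist stimulation; plate controls were LPI-stimulated DMSO wells for no effect and DMSO wells without LPI for full effect; some results filed as inactive read as strong as hits; confirmed hits need IC50 under 10 µM and bright autofluorescent wells are also inconclusive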
NOD1 inhibition – NOD1 signaling inhibitors, primary screen, cell-based, luminescence, uHTS (AID 1578). 290,000 compounds, 1% hits. inhibition, % at 4 µM, or EC50 in µM where a hit was titrated. NOD1-driven NF-kB luciferase reporter cells, luminescence; higher % means a stronger effect; in the data active = inhibition mostly above about 36%, no sharp cut-off; inactive = mostly below about 34%;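 also: HEK-293T reporter cells stimulated with the NOD1 agonist gamma-tri-DAP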
T cell modulator – T cell immune modulation candidate | 2C CD8+ T cell-vesicle binding, flow cytometry; active compounds read low | calls only at 7 µM | 330,000 compounds, 0.068% hits;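 active = response, share of CD8 T cells binding vesicles, and their 90th percentile fluorescence all below set limits, cut at about 80% in these data, passing the limit was not always enough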
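Benchmarks: naked versus QL9-loaded vesicles / Assay system: purified 2C TCR transgenic mouse naive CD8+ T cells / Technique: high-throughput flow cytometry with anti-B7-1 and anti-CD8 staining / Timing: Cell–vesicle co-incubation 1.5 h at 37 °C, staining 20 min on ice / Read-out: percent CD8+ FL2 mean versus row control / Probe or stimulus: QL9-loaded Drosophila micro-vesicles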
T cell modulator vesicle-bound % – further read-out of T cell modulator, marked with its call; double positive events, %; measured here: CD8+ vesicle-bound cell fraction;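 binding gate set so that unloaded-vesicle control wells show 10% double positive cells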
NTR1 agonist cell count 20 µM – also measured in NTR1 agonist; calls as there; cell count; measured here: cell count, cytotoxicity flag
Myeloid diff MLP GFP+ MAC1+ % – recorded beside Myeloid diff MLP, whose call it bears; GFP+ MAC1+ double positive, %; measured here: differentiation confirmed by MAC1 staining
The depositor's hits bear a star; i = inactive; ? = inconclusive; · = not tested or not shown; [ ] = dose if it differs, or a comment. Rule as the data show it, unless noted: active = inhibition above about 50%; inactive = the rest. Only part of the results is shown; rates above refer to the full screens.

structure	NOD2 inhibition	Myeloid diff MLP	Myeloid diff MLP GFP+ MAC1+ %	KOR beta-arrestin-1	GPR55 beta-arrestin	KOR beta-arrestin-2	NTR1 agonist	NTR1 agonist cell count 20 µM	GPR55 antagonists	NOD1 inhibition	T cell modulator	T cell modulator vesicle-bound %
CCO[C@H]1OC(C(=O)NC2CC2)=C[C@@H](c2ccc3c(c2)OCO3)[C@@H]1CCCO	-11%	i	0.8	5.4%	-0.2%	7%	0.6	46	9%	-6%	·	·
O=S(=O)(Nc1nc2ccccc2nc1Cl)c1ccc2ccccc2c1	36%	i	0.6	-3.1%	-0.2%	-28%	1.5	72	-12%	57%	i	48
COc1cc(OC)c(C(=O)CCCN2CCCC2)c(OC)c1	-13%	i	2.7	-1.2%	-0.2%	14%	-1.5	67	-4%	-57%	i	43
CCOC(=O)c1c(NC(=S)NCC2CCCO2)sc(C)c1C (stereo unspecified)	0%	i	0.3	-1.0%	-0.4%	-22%	2.7	45	4%	-25%	i	60
Cc1nc2ccccn2c1/C(O)=C1\C(=O)C(=O)N(CCCn2ccnc2)C1c1ccncc1 (stereo unspecified)	4%	i	0.8	0.1%	5.0%	-22%	0.2	57	-7%	·	i	6
O=C1OC2(CCCCC2)OC(=O)C1=CNc1nccs1	6%	i	0.6	7.4%	-0.2%	21%	-0.3	35	5%	4%	i	35
CCCN1CCN(C(=O)C2CCN(c3ncnc4c3nc3n4CCCCC3)CC2)CC1	6%	i	2.1	2.7%	-0.1%	-69%	0.3	58	-10%	6%	i	17
CN(C)c1ccc(/C=N/NC(=O)c2ccc3c(c2)OCO3)cc1	2%	i	0.7	-2.1%	0.0%	-14%	-0.1	86	11%	-10%	i	46
O=C(OCc1nc2ccccc2s1)c1ccc(Br)s1	6%	i	0.9	4.1%	0.8%	5%	0.3	51	9%	65%	i	0
N#Cc1c(NC(=O)c2cc(C3CC3)on2)sc2c1CCC2	-28%	i	5.1	-0.6%	0.2%	16%	3.3	100	0%	-14%	i	30
O=C(CSc1nnc(Cc2ccccc2)o1)NCc1ccc2c(c1)OCO2	6%	i	0.6	1.4%	-0.2%	-13%	0.9	40	3%	-21%	i	51
CCNc1nc(N)nc(Oc2ccc(C(=O)OC)cc2)n1	-33%	i	0.9	-1.2%	0.2%	-4%	1.2	45	-1%	-25%	i	57
O=C(COC(=O)c1cc([N+](=O)[O-])ccc1N1CCOCC1)Nc1ccc(Cl)cn1	6%	i	0.8	1.9%	-0.1%	16%	1.2	53	6%	-12%	i	30
CCCCN(C(=O)c1ccc(S(=O)(=O)N(CC)CC)cc1)c1c(N)n(CCC)c(=O)[nH]c1=O	6%	i	2.5	4.8%	0.3%	-25%	-0.9	52	4%	-4%	i	23
CC1CCN(c2ncnc3c2cnn3Cc2ccc(Cl)cc2)CC1	-19%	i	1.2	-1.2%	-0.1%	5%	4.1	60	18%	-15%	i	26
COC(=O)C/C=C/[C@@H](C)[C@@H](/C=N/OCC[C@@H]1C=C[C@H](OC(C)=O)[C@@H](COC(C)=O)O1)NS(=O)(=O)c1ccc(C)cc1	-20%	·	·	4.0%	-0.1%	10%	-0.2	59	0%	-23%	i	11
Cc1nnc(NC(=O)c2ccc(S(=O)(=O)N3CCCCC3C)cc2)o1 (stereo unspecified)	18%	?	·	4.3%	-0.1%	-44%	0.6	49	4%	-11%	i	65
CCOC(=O)c1cnc(SCC(=O)Nc2nnc(CC)s2)nc1N	-6%	i	4.7	2.1%	-0.2%	25%	3.6	51	11%	5%	i	10
Cc1ncsc1C(=O)Nc1cccc(C(F)(F)F)c1	-3%	i	0.0	-0.9%	-0.1%	4%	-1.1	88	-11%	-7%	i	58
COc1ccc(C2NC(=O)CS2)cc1OC (stereo unspecified)	14%	i	2.3	-1.5%	-0.3%	2%	-0.3	48	10%	-24%	i	41
CC(=O)N1c2ccc(S(=O)(=O)NCCC(=O)Nc3ncccc3C)cc2CC1C (stereo unspecified)	9%	i	3.8	-5.2%	-0.3%	1%	0.7	47	16%	-6%	i	14
CC(C)Cc1nnc(NC(=O)c2cc(-c3ccccc3)nc3ccccc23)s1	7%	i	0.2	-1.2%	0.0%	-72%	7.0	81	4%	17%	i	37
COCCOC(=O)c1c(C)oc2ccc(NS(=O)(=O)c3ccccc3)cc12	14%	i	6.6	2.7%	-0.1%	0%	2.0	59	0%	-6%	i	40
CC(C)(C)C(=O)CC1(O)C(=O)N(Cc2ccc(Cl)cc2)c2ccccc21 (stereo unspecified)	-5%	i	2.4	1.3%	0.0%	-13%	0.2	91	·	42%	i	52
CCN1CCN(C(=O)CN(c2cc(OC)ccc2OC)S(C)(=O)=O)CC1	1%	i	2.6	4.3%	-0.1%	-10%	0.7	92	-9%	-12%	i	38
COc1ccc(Cc2nnc(NN)[nH]c2=O)cc1OC	-2%	i	0.3	-2.5%	0.0%	25%	0.7	84	8%	-1%	i	60
Cc1ccc(NC(=O)CN2C(=O)CCSc3ccc(S(=O)(=O)N4CCCC4)cc32)cc1	2%	i	1.7	2.4%	-0.1%	-42%	-1.3	68	0%	-18%	i	25
O=C(c1ccccc1)c1ccc(OC(=O)N2CCCC2)cc1	-10%	i	0.5	6.1%	-0.1%	29%	-1.0	87	-6%	-61%	i	12
COc1ccc(S(=O)(=O)CCC(=O)N2CCN(c3cccc(Cl)c3)CC2)cc1	3%	i	2.3	-4.9%	-0.1%	-10%	0.8	53	5%	-25%	i	19
CNC(=S)NNC(=O)COc1ccc(C)c(C)c1	11%	·	·	-4.1%	-0.2%	14%	2.5	58	0%	-30%	i	73
Cc1ccc(/C=C/C(=O)N2CCN(S(=O)(=O)c3ccc(C)c(C)c3)CC2)o1	18%	i	0.8	9.2%	-0.4%	14%	0.7	58	5%	-9%	i	27
O=C(c1ccc(Cl)c(S(=O)(=O)N2CCCCCC2)c1)N1CCCCC1	17%	i	1.6	-1.2%	0.0%	5%	1.5	60	-23%	-16%	i	5
Cc1ccc(CNC(=O)C2CCCN(c3cnccn3)C2)cc1 (stereo unspecified)	2%	i	11	2.5%	0.2%	7%	-0.2	63	8%	-6%	i	6
CCc1ccc(Nc2nnc(SCC(=O)NC(=O)c3cccn3C)s2)cc1	2%	i	0.2	8.7%	-0.1%	-211%[20 µM]	7.1	90	-13%	-40%	i	48
Oc1c(CN2CCCC(C(F)(F)F)C2)cc(Cl)c2ccccc12 (stereo unspecified)	18%	i	0.7	-4.9%	-0.3%	0%	8.3	85	-3%	9%	i	47
CCOC(=O)C1CN(S(=O)(=O)c2ccccc2)C1	-2%	i	0.2	0.0%	0.1%	-14%	-0.8	89	6%	-7%	i	39
COc1ccc(NC(=O)c2oc3ccccc3c2NC(=O)C2CC2)cc1OC	11%	i	0.0	8.8%	-0.1%	-7%	1.9	55	7%	12%	i	33
CC1(C(=O)N/N=C/c2ccccc2)CC1(Br)Br (stereo unspecified)	0%	i	1.0	·	-0.1%	-15%[20 µM]	1.5	60	2%	-36%	i	49
CCOC(=O)c1c(NC(=O)C(=O)N/N=C/c2ccc(OCC)cc2)sc2c1CCCCC2	19%	i	0.4	6.9%	0.2%	-12%	4.7	60	19%	-14%	i	66
Cn1nnc2cc(C(=O)Nc3ccccc3)ccc21	-19%	i	0.5	-4.1%	0.2%	11%	0.4	35	18%	-40%	i	21
Cc1cccc2c(CCNC(=O)c3ccc([N+](=O)[O-])cc3)c[nH]c12	9%	i	0.9	-1.1%	-0.3%	32%	2.1	47	4%	-32%	i	46
CCOc1cc2c(cc1OC)C(c1cccc([N+](=O)[O-])c1)NCC2 (stereo unspecified)	4%	i	0.4	-4.8%	-0.1%	19%	-0.1	38	6%	-31%	i	25
O=C(c1ccccn1)N(Cc1ccco1)C1(C(=O)NC2CCCCC2)CCCCC1	-34%	i	2.8	0.22µM*	-0.1%	-21%	-0.7	90	10%	-13%	i	12
Cc1ccc(CNC(=O)Nc2ccccc2)c(C)c1	-72%	i	1.1	1.1%	-0.2%	-44%	-0.8	52	4%	-81%	i	30
COc1ccc(C2C=C(c3ccccc3)Nc3nnnn32)cc1 (stereo unspecified)	5%	i	1.2	19%	0.7%	6%	0.8	60	-3%	-55%	i	38
COc1ccc(CCN2C(=O)CN=C2Nc2ccc(F)cc2)cc1OC	24%	i	0.4	-6.1%	0.3%	-34%[20 µM]	0.0	42	5%	-26%	i	45
COc1ccc(Br)cc1C(=O)NC(=S)Nc1c(C)n(C)n(-c2ccccc2)c1=O	-37%	i	0.1	2.8%	-0.3%	-59%[20 µM]	4.5	66	11%	-6%	i	56
COc1ccc(C(=O)NC2CCN(C(=S)Nc3cc(C)cc(C)c3)CC2)cc1	6%	i	0.3	4.9%	-0.1%	-16%	0.8	73	2%	-13%	i	50
O=c1[nH]c(C2CCN(S(=O)(=O)c3cccc(Cl)c3)CC2)nc2c1nnn2Cc1ccccc1	12%	i	1.1	3.5%	1.4%	-17%	12	63	-2%	-5%	·	·
Cc1ccc(NC(=O)C2CCCN(S(=O)(=O)c3c(C)noc3/C=C/N(C)C)C2)cc1F (stereo unspecified)	3%	i	0.7	5.3%	-0.1%	20%	5.0	86	57%	0%	i	7
COc1ccc(N2Cc3cccc(C(=O)N4CCN(C(=O)c5ccco5)CC4)c3C2=O)cc1	1%	i	4.1	-1.2%	0.2%	-10%	-0.4	93	-5%	8%	i	44
CC(C)c1nc2cc(C(=O)N(C)C3CCOCC3)ccc2o1	3%	i	2.9	0.8%	-0.1%	6%	0.1	65	16%	-9%	i	43
